Screening data: PubChem, ICCB-Longwood Screening Facility, Harvard Medical School
PV pol inh = poliovirus RdRp elongation inhibitors, primary screen, biochemical, fluorescence polarization, total intensity; Genome polyprotein (Poliovirus type 1 (strain Mahoney)), P03300; poliovirus polymerase elongation; hits give low values; % elongation, % (compound at 16.7 µg/mL); actives 0.66% (n = 150,000); AID 588519, 2011; in the data active = % elongation below about 90%; note: some results filed as inactive read as strong as hits
Target sequence (P03300 1749-2209 limits assumed): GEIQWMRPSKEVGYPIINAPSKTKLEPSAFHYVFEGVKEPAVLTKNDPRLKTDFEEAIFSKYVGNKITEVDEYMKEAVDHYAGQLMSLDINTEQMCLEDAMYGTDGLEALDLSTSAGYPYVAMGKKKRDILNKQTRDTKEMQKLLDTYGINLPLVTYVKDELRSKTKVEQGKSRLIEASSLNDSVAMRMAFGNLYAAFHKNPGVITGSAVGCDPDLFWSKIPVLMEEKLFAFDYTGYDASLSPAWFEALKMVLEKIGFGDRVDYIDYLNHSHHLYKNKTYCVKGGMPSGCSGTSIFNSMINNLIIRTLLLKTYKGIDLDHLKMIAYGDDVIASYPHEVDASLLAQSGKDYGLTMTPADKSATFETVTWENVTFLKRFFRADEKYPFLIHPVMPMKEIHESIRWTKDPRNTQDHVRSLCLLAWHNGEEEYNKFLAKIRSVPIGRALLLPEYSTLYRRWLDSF
PV pol inh FP z-score = second read-out of PV pol inh, no call of its own (marks repeat the call); z-score; measured here: FP z-score; hits read low
* = called active by the depositor. The list is partial; the hit share may differ from the screen's.

SMILES	PV pol inh	PV pol inh FP z-score
CCOC(=O)C1=C(N2CCOCC2)CC(c2ccccc2)(C(F)(F)F)NC1=O (stereo unspecified)	105	0.2
COc1ccc(NC(=O)c2nn(C)c3c2COc2ccccc2-3)cc1	101	-0.7
CSc1ccccc1NC(=O)CSc1nc2ccc(C)cc2[nH]1	102	0.1
O=c1cc(CN2CCc3ccccc3C2)occ1OCc1ccc(F)cc1	106	1.4
CC(=O)Oc1ccc(C2OC(=O)c3ccccc3N2C(C)=O)cc1 (stereo unspecified)	105	0.9
O=C(c1cnn(C(=S)NCCN2CCOCC2)c1)c1ccccc1O	104	0.2
CC1CC(C)CN(C(=O)CCc2ccccc2)C1 (stereo unspecified)	104	0
CC(C)(C)CC(C)(C)NC(=O)Nc1ccc(F)cc1	103	0.5
O=C(Oc1ccc2ccccc2c1)C1c2ccccc2Oc2ccccc21	105	0.4
CCCCNC(=O)c1ccc2c(=O)n(Cc3ccco3)c(=S)[nH]c2c1	101	0.1
CCN(C(=O)CSc1nc2ncccc2[nH]1)c1ccc(C(C)C)cc1	108	-0.6
CCCCN(C)C(=O)Cn1cnc2sc(C)c(S(=O)(=O)N3CCN(c4ccccc4OC)CC3)c2c1=O	107	0.4
COc1cc2nc(CNCCCN3CCCC3=O)[nH]c(=O)c2cc1OC	104	0.1
COc1ccc(OCCSc2nc3ccccc3o2)cc1	104	0.1
Cc1cc(C)c(Cn2c3ccccc3c3cnn(CC(=O)N4CCCCCC4)c(=O)c32)c(C)c1	104	-0.4
O=C(O)C1C2C=CC(C2)C1C(=O)Nc1ccccc1O (stereo unspecified)	109	0.6
O=C(CSc1nc2c([nH]c3ccccc32)c(=O)n1-c1ccccc1)c1ccc(Cl)cc1	103	-0.9
O=C(NCCc1ccc(Cl)cc1)c1cc(-c2ccccc2)n[nH]1	112	0.8
COCCNc1ccc(-c2nc(-c3ccccn3)no2)cc1[N+](=O)[O-]	108	0
CCN(CC)CCCNC(=O)c1ccc2c(c1)N(Cc1c(F)cccc1Cl)C(=O)c1ccccc1S2	105	-1.1
O=C(OCC(=O)N1CCCCC1)C(c1ccccc1)c1ccccc1	102	0.1
CC1CCCC(NC(=O)CCCn2c3ccccc3c3cn[nH]c(=O)c32)C1C (stereo unspecified)	105	1.2
CC(C)C(NC(=O)c1ccccc1)C(=O)O (stereo unspecified)	100	0.1
Cc1cc(NC(=O)C2CCCN(S(=O)(=O)c3cn(C)cn3)C2)ccc1Br (stereo unspecified)	108	0.3
Cc1ccccc1NCN1C(=O)C2=C(CCCC2)C1=O	102	0.3

One compound at a time, from the list above. Order of values: PV pol inh	PV pol inh FP z-score
Shown for Cc1cc(NC(=O)C2CCCN(S(=O)(=O)c3cn(C)cn3)C2)ccc1Br (stereo unspecified) = 108	0.3
Shown for CSc1ccccc1NC(=O)CSc1nc2ccc(C)cc2[nH]1 = 102	0.1

The results go on:
SMILES	PV pol inh	PV pol inh FP z-score
CCN(C(=O)COc1cc(=O)n(C)c2ccccc12)c1cccc(C(F)(F)F)c1	107	0.6
CCCN(CCC)CC(O)Cn1cc(/C=C/C(=O)c2ccc(OCC)cc2)c2ccccc21 (stereo unspecified)	108	0.2
COc1ccc(C(=O)Nc2ccc(NC(=O)c3ccco3)c(Cl)c2)cc1Br	99	-0.7
CCOc1ccc(NC(=O)NCCN2CCN(c3cc(Cl)ccc3C)CC2)cc1	110	0.4
Cc1ccc(NC(=O)C2CCN(c3nc4ccccc4[nH]3)CC2)cc1Cl	105	-0.5
Cc1ccc(S(=O)(=O)c2ccc(Cl)cc2)cc1S(=O)(=O)N1CCCC1	102	0.3
CCN(CC)C(=O)C1CCCN1S(=O)(=O)c1cccc2nsnc12 (stereo unspecified)	102	0
CSc1nc2c(cnn2-c2ccc(C)cc2)c(=O)[nH]1	99	-0.5
Cn1c(C(C#N)C(=O)c2cncc(Br)c2)nc2ccccc21 (stereo unspecified)	100	-0.4
NC1=CC(=O)CCC1	101	0
CCOC(=O)N1CCN(C(=O)CN(c2cccc(Cl)c2C)S(=O)(=O)c2ccc(C)cc2)CC1	104	-0.3
CS(=O)(=O)N(Cc1ccccc1)c1ccc(C(=O)NCCSc2ccccn2)cc1	101	-0.1
Cn1c2c(c3cc(C4CCCCC4)ccc31)CCCCC2=O	100	0
O=C(Cn1nc(-c2ccco2)ccc1=O)Nc1cccc2ccccc12	100	0
Cc1n[nH]c(=O)c2c1nnn2Cc1ccc(F)cc1	103	0.7
O=C(CN1CCCC1c1ccc2c(c1)OCCCO2)Nc1ccc(S(=O)(=O)N2CCCCC2)cc1 (stereo unspecified)	106	0.3
Cc1n[nH]c(=S)n(/N=C/c2cccs2)c1=O	98	-0.7
Cc1cc(=O)oc2cc(NC(=O)c3cccc(S(=O)(=O)N4CCCC4)c3)ccc12	103	0.1
O=C(/C=C/c1ccc2c(c1)OCO2)OCC(=O)N1CCOCC1	103	0.1
COc1cc(C2CC(=O)Nc3cc4c(cc32)OCCO4)cc(Br)c1OC (stereo unspecified)	109	1
COc1cc(C(=O)OC(Cc2ccccc2)C(F)(F)F)cc(OC)c1OC (stereo unspecified)	105	0.3
Cc1ccc(SCC(=O)Nc2cc(C)on2)cc1	103	0.3
CN1CCN(C(=S)c2ccc(F)cc2)CC1	102	0.7
CCOC(=O)c1ccccc1NC(=O)CSCc1ccccc1	99	-0.2
CC(=O)Nc1sc2c(c1-c1nsc(=O)o1)CCCC2	82*	-1.9*

Seven entries picked at random from the list so far:
SMILES	PV pol inh	PV pol inh FP z-score
NC1=CC(=O)CCC1	101	0
Cn1c2c(c3cc(C4CCCCC4)ccc31)CCCCC2=O	100	0
CN1CCN(C(=S)c2ccc(F)cc2)CC1	102	0.7
CCOC(=O)N1CCN(C(=O)CN(c2cccc(Cl)c2C)S(=O)(=O)c2ccc(C)cc2)CC1	104	-0.3
O=C(Cn1nc(-c2ccco2)ccc1=O)Nc1cccc2ccccc12	100	0
Cc1n[nH]c(=S)n(/N=C/c2cccs2)c1=O	98	-0.7
Cc1n[nH]c(=O)c2c1nnn2Cc1ccc(F)cc1	103	0.7

Further results
SMILES	PV pol inh	PV pol inh FP z-score
COC(=O)c1ccc(NS(=O)(=O)c2ccc3c(c2)n(C)c(=O)c(=O)n3C)cc1	101	-0.7
O=c1cc(-c2cccc(O)c2)oc2ccc(O)cc12	101	0
O=C(NCCC1=CCCCC1)c1ccc2c(c1)OCO2	103	0.3
O=C(CSc1nc2ccccc2[nH]1)CSc1nc2ccccc2[nH]1	109	0.3
Cc1nn(-c2nc(-c3ccco3)cc(C(F)(F)F)n2)c(C)c1Br	105	0.7
CCOC(=O)c1ccc(NC(=O)C2=CC(=O)N3CCN=C3S2)cc1	103	0.5
CCOc1ccc(-c2cc(C(=O)NCc3ccc(OC)cc3)c3c(-c4ccc(F)cc4)[nH]nc3n2)cc1	106	-0.1
CCn1c(CN2CCCCC2)nc2cc(NC(=O)c3ccccc3[N+](=O)[O-])ccc21	105	0.2
O=C(COCc1cc(-c2ccc(F)cc2)on1)Nc1cc(Cl)ccc1O	109	0.6
CCCSc1nnc2n(-c3ccc(OC)cc3)c(=O)c3c4c(sc3n12)COC(C(C)C)C4 (stereo unspecified)	106	0.5
CCC(=O)N1CCN(c2nnc(-c3ccccc3)c3ccccc23)CC1	100	-0.3
CN(C)C(CNC(=O)CN1C(=O)c2ccccc2C1=O)c1ccccc1 (stereo unspecified)	103	0.3
CC1CN(C(=O)N2CCC(C(=O)NCCCc3ccccc3)CC2)c2ccccc2O1 (stereo unspecified)	109	0.3
O=C(c1cnn2c(C(F)(F)F)cc(-c3ccccc3)nc12)N1CCOCC1	102	0.4
CSC(=S)Nc1ccc(-c2nc3ccc(C)cc3s2)cc1	103	0.1
COC(=O)c1ccc(S(=O)(=O)NCCNc2cccc(C(F)(F)F)n2)n1C	101	-0.4
CCc1ccc(NC(=O)/C(C#N)=C/c2ccc(-c3ccc(S(=O)(=O)N4CCOCC4)cc3)o2)cc1	145	6.6
COc1ccc(N2C(=O)Cc3ccc(OC)cc3C2=O)cc1	102	-0.2
C/S(=N\S(=O)(=O)c1cccc2nsnc12)c1ncc(Cl)cc1C(F)(F)F (stereo unspecified)	101	-0.4
O=C(Cc1n[nH]c(=O)c2ccccc12)NC1=NCCS1	111	1.1
CN(C(=O)CSCc1ccco1)c1ccccc1	103	0.3
Cc1cc(-c2nnc(CSc3nc4ccc(Cl)cc4[nH]3)o2)c(C)o1	106	0.4
C=CCN(c1ccccc1)S(=O)(=O)c1ccc(F)c(C(=O)Nc2ccc(C(C)C)cc2)c1	102	0
Cc1ccc(-c2nc(CS(=O)(=O)CC(=O)Nc3cc(C)ccc3C)c(C)o2)cc1	105	0
Cc1ccc(CCNC(=O)c2ccc(Nc3nc4ccccc4n4nnnc34)cc2)cc1	105	0
Continued:
SMILES	PV pol inh	PV pol inh FP z-score
COc1ccc(CNC(=O)CCS(=O)(=O)c2cc3c4c(c2)CCN4C(=O)CC3)cc1	103	-0.2
COc1cccc(C(=O)N2CCN(Cc3ccccc3C(F)(F)F)CC2)c1OC	100	-0.4
CCCN(Cc1nnc(-c2ccccc2Cl)o1)C(=O)c1nc(-c2ccccc2)n(-c2ccccc2)n1	106	0.5
CN1C(=O)c2ccccc2C(C(=O)NCc2ccco2)C1c1cn(C)c2ccccc12 (stereo unspecified)	101	-0.2
COc1ccc(C(=O)N(CCc2ccccc2)Cc2ccccc2)c(OC)n1	101	-0.2
CCc1ccc(NC(=O)c2ccccc2N)cc1	104	0.4
Cc1ccc(C)c(/C(O)=C2\C(=O)C(=O)N(CCN(C)C)C2c2cccc(Br)c2)c1 (stereo unspecified)	100	-0.1
COC(=O)c1[nH]c2sc3c(c2c1N)CCCC3	97	-2.1
O=C1CS/C(=N/N=C/c2ccccc2)N1c1ccc(O)cc1	98	-0.5
O=C(OCc1cccs1)C1CC1	99	-0.9
CC1CCN(c2nc(-c3ccc(C(C)(C)C)cc3)nc3ccccc23)CC1	107	0.5
Cc1nc(-c2cccnc2)sc1CCNS(=O)(=O)c1ccc(F)cc1	114	1.7
O=C(CC(c1ccccc1)c1ccccc1)N1CCOCC1	97	-0.5
CCOc1ccc(CNC(=O)c2cc3cc(S(=O)(=O)N4CCCCC4)ccc3n2C)cc1	116	1.6
COc1ccccc1N1C(=O)C(Cc2ccccc2)N=C1N(C)CCCc1ccco1 (stereo unspecified)	104	1.2
Cc1ccccc1Nc1c(-c2ccc(O)cc2)nc2sccn12	103	0.3
COc1ccc(C(=O)N2CCC(C(=O)O)CC2)cc1	101	-0.4
CCN(CC)C(=O)COc1ccc(-c2nnc(N3CCCCC3)c3ccccc23)cc1	105	0.8
Cc1cc(C(=O)CSC2=N/C(=C\c3ccco3)C(=O)N2c2ccc(OC(F)F)cc2)c(C)n1CC1CCCO1 (stereo unspecified)	99	-0.5
CC(C)(C)C1CCc2c(sc(NC(=O)C3c4ccccc4Oc4ccccc43)c2C(N)=O)C1 (stereo unspecified)	105	0.1
O=c1oc2ccccc2n1Cc1nnc(-c2ccccc2)o1	102	0
NC(=O)C1c2ccccc2Oc2ccccc21	102	-0.1
O=C(c1ccccc1)c1ccc(F)cc1	102	0
COc1ccc(N2C(=O)CSC23C(=O)N(CC(=O)NCc2ccccc2)c2ccccc23)cc1 (stereo unspecified)	112	0.6
CCCN1CCN(CCCNC(=O)c2cc3c(=O)[nH]c4ccccc4c3s2)CC1	95	-3.4
(cont.)
SMILES	PV pol inh	PV pol inh FP z-score
COc1ccc(Nc2c3c(nc4ccc(NC(=O)c5ccc(F)cc5)cc24)CCCC3)cc1OC	101	-0.4
O=C(NC1CCCC1)C1=COCCO1	102	0.1
COc1ccc(C)cc1NC(=O)C(C)N1CCOCC1 (stereo unspecified)	103	0.3
CCCCCOc1ccc2oc(=O)c3c(c2c1)CCCN3C(=O)CN1CCOCC1	103	0.4
CC(=O)Nc1cccc(-c2cc(=O)c3ccccc3o2)c1O	115	1.1
CCOc1ccc(CCNC(=O)c2cn(CC)c3nc(C)ccc3c2=O)cc1OCC	102	0
CCNC(=O)C1CCN(c2nc3cccnc3s2)CC1	102	0.8
CCCC(=O)NC(=S)c1c(C)n(C)n(-c2ccccc2)c1=O	103	0.1
CC(=O)Nc1cc(C(=O)NC2CCC(C)CC2)ccc1S(=O)(=O)c1ccc(Cl)cc1 (stereo unspecified)	100	-1
O=C1CCc2cc(S(=O)(=O)NC(Cc3ccccc3)C(=O)Nc3ccc4c(c3)OCCO4)ccc2N1 (stereo unspecified)	100	0
COc1cccc(NC(=O)CSc2nnc3scc(-c4ccc(Cl)cc4)n23)c1	101	-1.1
Fc1ccc(-n2nc(-c3ccccc3)c3cnc4ccccc4c32)cc1Cl	113	0.2
Cc1noc(C)c1CSc1ncccc1C(=O)NC1=NCCS1	102	-0.1
COc1ccc(N(C)S(=O)(=O)c2ccc3c(c2)CCN3C(=O)C2CCC2)c(OC)c1	101	-0.7
COc1ccc2ccccc2c1-c1c(OC)ccc2ccccc12	102	0.1
Cc1ccc2oc(=O)c3cc(C(=O)N4CCN(c5ccccc5)CC4)sc3c2c1	105	0.2
CN(c1ncnc2c1c(-c1ccccc1)cn2-c1cccc(Cl)c1)C1CCCCC1	112	0.8
CCOC(=O)C1=C(C)N=C2SCCC(=O)N2C1c1ccc(OCc2ccccc2)cc1 (stereo unspecified)	107	0.6
COCCNC(=O)CN1CCC(c2ccc(OC)cc2)C(O)C1 (stereo unspecified)	102	-0.2
